# Bioassay records (PubChem)
# IL2 activator = activators of IL-2 | IL-2 activation reporter assay, cell-based qHTS; stimulated with anti-CD3/CD4/CD28 beads; in transgenic mouse T cells | activation, % (series mostly up to about 46 µM) | 360,000 tested, 0.065% active | AID 652025; in the data active means activation above about 50%; inconclusive means mostly about 30% to 49%; further: 0% is about no effect
#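 EGFP and DsRed fluorescence is measured by plate cytometry in unstimulated transgenic mouse T cells exposed to compound for 60 minutes, then stimulated 18 hours at 37 degrees C with anti-CD3/anti-CD4 beads plus anti-CD28.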
# PLK1 PBD inh = inhibitors of human PLK1 polo-box domain binding; 360,000 tested, 2.8% active; Potency, µM, without a hit: max response, negative = inhibition, hits mostly inhibitors; Plk1 PBD binding of FITC phosphopeptide, fluorescence polarization; P53350; further: potency means the concentration at half of the fitted maximal effect; series mostly up to about 57 µM; on the % scale 0 is the no-effect control and ±100 the full control effect; nearly all actives have a fitted effect of over 65% in size
# Target sequence (P53350 whole entry, looked up, the tested form may be a part): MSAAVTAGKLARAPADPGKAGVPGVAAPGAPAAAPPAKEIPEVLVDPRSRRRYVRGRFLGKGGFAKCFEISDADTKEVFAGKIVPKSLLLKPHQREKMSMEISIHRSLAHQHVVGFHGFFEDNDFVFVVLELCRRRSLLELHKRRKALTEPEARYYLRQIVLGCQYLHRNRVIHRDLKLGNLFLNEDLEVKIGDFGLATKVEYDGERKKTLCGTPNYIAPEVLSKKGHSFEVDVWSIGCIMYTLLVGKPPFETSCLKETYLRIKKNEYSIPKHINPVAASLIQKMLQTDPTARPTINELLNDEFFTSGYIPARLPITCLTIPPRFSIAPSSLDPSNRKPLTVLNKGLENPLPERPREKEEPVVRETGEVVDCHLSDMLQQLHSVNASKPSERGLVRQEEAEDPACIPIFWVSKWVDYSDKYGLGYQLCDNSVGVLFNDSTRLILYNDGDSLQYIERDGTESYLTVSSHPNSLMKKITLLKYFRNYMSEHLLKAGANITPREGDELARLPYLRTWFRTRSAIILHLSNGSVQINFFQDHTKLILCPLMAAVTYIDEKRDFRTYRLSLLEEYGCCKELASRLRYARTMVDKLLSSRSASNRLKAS
# FUS suppressor = suppressors of FUS proteinopathy in yeast. S. cerevisiae FUS-expressing, growth rescue, OD600, 24 h. Potency, µM (titrated, usually from 76.6 µM), for the others: top-dose growth rescue (activation), usual class: activators. 390,000 tested, 0.24% active;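 further: potency means the concentration at half of the fitted maximal effect; plate controls were DMSO vehicle for no effect and reference control for full effect; nearly all actives have a fitted effect of over 55% in size; some results filed as inactive show a strong effect at the top dose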
#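 Yeast expressing FUS under galactose induction, OD 0.005 in 2% galactose medium; compounds in a dilution series, 24 h at 30C. Growth rescue by absorbance at 600 nm; CP55940 positive control, DMSO negative.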
# EPAC1 antag = blocks human EPAC1 exchange factor; EPAC1 GEF assay, Rap1b-BODIPY-GDP exchange fluorescence; Potency, µM (top dose mostly 115 µM), inactives show at the top dose activity change, negative = inhibition, usual class: inhibitors; 360,000 tested, 0.14% active;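 further: potency means the concentration at half of the fitted maximal effect; plate controls were vehicle for no effect and positive control for full effect; nearly all actives have a fitted effect of over 50% in size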
# Abeta rescue = restores growth of yeast expressing A-beta42 peptide; yeast expressing A-beta42, growth rescue, OD600, 48 h; response scale: 0% DMSO, 100% iron-clioquinol control; Potency, µM (titrated, usually from 46.1 µM), for the others: top-dose growth rescue, usual class: activators; 410,000 tested, 0.063% active; AID 1347071; further: potency means the concentration at half of the fitted maximal effect; nearly all actives have a fitted effect of over 55% in size
#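 Yeast A-beta toxicity model in growth medium with pinned compounds, 48 h at 30 C; growth read as absorbance at 600 nm. Normalized to FeCl3/clioquinol equimolar mix (positive) and DMSO (negative).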
# PI5P4Ka inh = inhibitors of human PI5P4K alpha; P48426; PI5P4Kalpha enzyme, ADP-Glo luminescence, 60 min; hits give low values; max response, %; 330,000 tested, 1.2% active; active means max response of -50% or lower; inconclusive means between -30% and -50%; inactive means -30% or higher; further: value at the top dose of about 77 µM; on the % scale 0 is the no-effect control and ±100 the full control effect
# Target sequence (P48426 whole entry, looked up): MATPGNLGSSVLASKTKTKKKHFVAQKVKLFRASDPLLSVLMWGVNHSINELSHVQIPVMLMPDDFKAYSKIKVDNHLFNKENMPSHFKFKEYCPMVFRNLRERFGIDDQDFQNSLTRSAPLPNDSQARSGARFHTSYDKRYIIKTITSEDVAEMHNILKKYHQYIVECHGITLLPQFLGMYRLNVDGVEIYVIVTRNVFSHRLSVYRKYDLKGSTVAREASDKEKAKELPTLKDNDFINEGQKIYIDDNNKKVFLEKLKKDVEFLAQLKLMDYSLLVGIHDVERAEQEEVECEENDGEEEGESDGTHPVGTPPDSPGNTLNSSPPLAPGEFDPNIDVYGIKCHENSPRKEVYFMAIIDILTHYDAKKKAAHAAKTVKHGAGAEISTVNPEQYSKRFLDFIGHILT
#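 Single end-point luminescence (ADP-Glo) quantified ADP from PI5P4Kalpha turnover; ATP 5 microM final, 1 h at RT, 0.1% CHAPS and 0.28 mM EGTA in HEPES pH 7.4.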
# EPAC1 ag = EPAC1 (human) agonism; O95398; EPAC1 agonist qHTS, biochemical assay; response scale: 100% = response to 6.5 mM cAMP; Potency, µM (series often up to 154 µM), inactives show top-dose activation, most hits filed as activators; 360,000 tested, 0.073% active; AID 720707; further: potency means the concentration at half of the fitted maximal effect; nearly all actives have a fitted effect of over 60% in size
#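 Normalized to 6.5 mM cAMP, activity reflects EPAC1-catalysed release of BODIPY-GDP from Rap1B, followed kinetically over 30 min at 480 nm excitation, 540 nm emission. Reaction contained 100 nM EPAC1, 250 nM Rap1B-BODIPY-GDP, 50 uM GDP.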
# WRN inhibitor = WRN helicase (human) inhibition | Q14191 | WRN helicase unwinding, fluorescent forked duplex, kinetic | Potency, µM (series often up to 114 µM), without a hit: at the top dose activity change, negative = inhibition, most hits filed as inhibitors | 360,000 tested, 0.46% active | AID 651768; further: potency means the concentration at half of the fitted maximal effect; on the % scale 0 is the no-effect control and ±100 the full control effect; nearly all actives have a fitted effect of over 55% in size
#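 Primary qHTS, 1536-well format. 20 nM WRN + compound, 15 min RT; start with 100 nM forked fluorophore/quencher duplex, 2 mM ATP (final); kinetic read ex 525/em 598 nm.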
# Starred values were filed as active, the others as inactive; ? = inconclusive; . = no result given; & = joins results of further samples; [ ] = dose if it differs, or a comment. Unless noted, the call rests on the fitted dose curve; in most records, active means well fitted curve in the direction sought with a large enough effect; inconclusive means small, poorly fitted or top-dose-only effect, or another doubt; inactive means no such curve, though single readings can be large; an effect the other way counts as inactive or inconclusive.
SMILES,IL2 activator,PLK1 PBD inh,FUS suppressor,EPAC1 antag,Abeta rescue,PI5P4Ka inh,EPAC1 ag,WRN inhibitor
CCOC(=O)CSc1nc(C)c2cc(C)c(C)cc2n1,0.7,-22%,19%,?,-11%,2,-2%,-8%
CCOc1ccc2[nH]c(=O)c(CN(CCCO)S(=O)(=O)c3ccc(F)cc3)cc2c1,0.4,2%,12%,-11%,5%,3,-4%,-6%[57.1 µM]
COc1ccccc1N1CCN(C(=O)c2cn(-c3ccccc3)nc2-c2cccnc2)CC1,-1.1,-5%,21%,-22%,-2%,.,-2%,-6%[57.1 µM]
Cc1noc(C)c1N=Nc1ccccc1C(=O)O,5.3,6%,8%,7%,18%,-1,0%,-5%
COc1ccc(OC)c(S(=O)(=O)Nc2c(C)cccc2C)c1,0.6,-18%,-1%,-2%,0%,2,7%,-4%
CCOC(=O)c1ccc(Nc2nc(C)nc3c2nnn3Cc2ccccc2)cc1,-0.8,-4%,10%,-2%,-7%,-1,-5%,4%
O=C(c1ccccc1)N1N=C(c2ccc(F)cc2)CC1c1ccc(F)cc1 (stereo not drawn),0.1,-10%,1%,0%,-18%,2,10%,-1%
COc1ccc(NC(=O)NC2(C)CCS(=O)(=O)C2)cc1 (stereo not drawn),-1.1,-1%,-5%,-6%,-11%,2,-3%,-12%
Cc1ccc(S(=O)(=O)N2CCCCC2)c2nsnc12,1.9,-9%,9%,-11%,-4%,-1,7%,9%
O=C(CCCc1ccccc1)NCCN1CCOCC1,0.4,-14%,.,?,5%,15,3%,-7%
COc1ccc(S(=O)(=O)N2CCCOC2CNC(=O)C(=O)NCCc2ccco2)cc1 (stereo not drawn),0.5,-2%,.,3%,-4%,-12,-2%,-12%
O=S(=O)(CCSc1nc2ccccc2s1)c1nc2ccccc2s1,-1.5,-30%,50%,-13%,-72%[inhibitor],0,19%,-8%
CCN(CC)C(=O)C1CCCN(C(=O)c2cc(COc3ccc4ncccc4c3)on2)C1 (stereo not drawn),-4.4,-27%,23%,11%,1%,-1,9%,-4%
Cc1ccc(C(=O)NN2C(=O)C3C4c5ccccc5C(c5ccccc54)[C@@H]3C2=O)cc1 (stereo partly drawn),-0.9,1%,-26%,12%,8%,-3,-1%,2%
CCOC(=O)[C@@H]1[C@H]2COc3cc(OC)ccc3[C@@H]2N2C(=O)N(c3ccc(Cl)cc3)C(=O)[C@@]12C,-0.3,2%,?,-9%,22%,8,-4%,-6%
CCOc1ccc(-c2csc(NC(=O)C3CCCO3)n2)cc1 (stereo not drawn),1.3,2%,6%,-1%,19%,.,0%,-3%
COCCNC(=O)C(c1cccs1)N(Cc1ccccc1)C(=O)Cn1nnc2ccccc21 (stereo not drawn),-3.0,-10%,7%,13%,8%,4,-11%,2%
CCN(CC)CCNC(=O)CCc1c(C)nc2c(c(C)nn2-c2ccc(C)cc2)c1C,-3.4,3%,-1%,10%,-23%,0,-4%,1%
CCOC(=O)c1ccc(NC(=O)c2cc(C)nn2-c2ccccc2)cc1,-1.5,1%,13%,5%,11%,5,5%,-7%
C[C@@H]1CN([C@@H](C)CO)C(=O)CCCn2nncc2CO[C@H]1CN(C)C(=O)Nc1cccc(Oc2ccccn2)c1,-3.0,-2%,20%,-7%,0%,0,-9%,-4%
O=C(Nc1ccc(COc2ccccc2)cc1)Oc1ccccc1N1CCOCC1,0.0,3%,-3%,8%,5%,-4,9%,-11%
Cc1nc(C(F)(F)F)ccc1C(=O)N1CCC1(C)C(=O)NS(=O)(=O)c1ccc2ccccc2c1 (stereo not drawn),0.4,-12%,-5%,-14%,-5%,3,4%,-1%[57.1 µM]
O=C(/C=C/c1ccc2ccccc2n1)N1CCN(S(=O)(=O)c2ccccc2F)CC1,-0.7,-8%,?,2%,7%,0,7%,-12%
COc1ccc(-c2cc(C(=O)NCCCN3CCOCC3)c3cc(C(C)C)ccc3n2)cc1,-3.7,?,15%,-9%,-4%,-1,9%,-19%
CCN1C(=O)/C(=C/C=C2\N(CC)c3cc(S(=O)(=O)N(C)C)ccc3N2c2ccccc2)SC1=S,-2.8,41%[activator],-2%,-7%,-33%[inhibitor],-9,-11%,?
O=C(Nc1nc2ccccc2[nH]1)c1cc2ccccc2o1,-2.2,6%,33%,-12%,-2%,-6,0%,-10%
COC(=O)c1ccccc1NC(=O)C1CCN(C(=O)Cc2ccccc2)CC1,0.1,-15%,15%,1%,-6%,-7,2%,-7%
O=C(CSCc1cnn(-c2ccccc2)c1-n1cccc1)NCc1cccnc1,-1.3,-8%,9%,-27%,12%,1,4%,4%[57.1 µM]
Cc1ccc(/C=N/n2c(-c3ccc(Cl)cc3)n[nH]c2=S)o1,-3.4,-14%,5%,-3%,4%,6,-9%,-1%
CC1Cc2ccccc2N1C(=O)CSc1nnnn1Cc1ccccc1 (stereo not drawn),-2.0,-11%,27%,9%,-7%,2,14%,-1%
CCOCCCn1c(=N)c(S(=O)(=O)c2ccccc2)cc2c(=O)n3cc(C)ccc3nc21,0.1,-17%,-1%&-15%,33%[activator],4%&-18%,-5,?,-3%
CCN=C1SC(C(=O)Nc2cccc(C)c2)CC(=O)N1CC (stereo not drawn),-0.4,?,-3%,-15%,-1%,-8,0%,11%
CC1(C(=O)NCC2CC2)Cc2c(-c3ccc4c(c3)OCO4)ccnc2O1 (stereo not drawn),-0.7,-12%,-4%,-13%,-2%,-3,2%,5%
CC(=O)c1cccc(N(CC(=O)NC2CCCCC2)C(=O)CNC(=O)c2cccs2)c1,-3.3,-7%,-1%,-3%,5%,1,6%,-10%
Cc1ccc(CC(=O)NCCS(=O)c2ccc(Cl)cc2)cc1 (stereo not drawn),0.1,-10%,-3%,-26%,19%,4,3%,-10%
CCOC(=O)C1CCN(C(=O)c2cc(OCC)c(OCC)c(OCC)c2)CC1,-0.9,0%,19%,?,16%,-3,13%,1%
Nc1c2c(nn1-c1ccccc1)CCC2,1.1,-29%,22%,5%,-6%,-10,3%,2%
COc1ccc(NC(=O)CSc2nccn2-c2ccccc2)cc1,0.5,-7%,-10%,-10%,5%,-8,4%,-27%
COCC(O)Cn1ccnc1N=Nc1ccccc1 (stereo not drawn),2.0,1%,-18%,-1%,-12%,-12,-16%,10%[57.1 µM]
O=S(=O)(c1ccccc1)c1cnc2ccccc2c1,-1.4,-9%,-18%,-4%,14%,4,3%,5%

# Some values from the results shown.
# Value of `O=C(/C=C/c1ccc2ccccc2n1)N1CCN(S(=O)(=O)c2ccccc2F)CC1` under WRN inhibitor: -12%
# Value of `CCOCCCn1c(=N)c(S(=O)(=O)c2ccccc2)cc2c(=O)n3cc(C)ccc3nc21` under FUS suppressor: -1%&-15%
# Value of `O=S(=O)(c1ccccc1)c1cnc2ccccc2c1` under WRN inhibitor: 5%
# Value of `Cc1ccc(/C=N/n2c(-c3ccc(Cl)cc3)n[nH]c2=S)o1` under WRN inhibitor: -1%

# Compound profiles (already shown). Order of values: IL2 activator	PLK1 PBD inh	FUS suppressor	EPAC1 antag	Abeta rescue	PI5P4Ka inh	EPAC1 ag	WRN inhibitor
# `COCC(O)Cn1ccnc1N=Nc1ccccc1` (stereo not drawn) is entered as 2.0	1%	-18%	-1%	-12%	-12	-16%	10%[57.1 µM]
# `O=C(Nc1ccc(COc2ccccc2)cc1)Oc1ccccc1N1CCOCC1` is entered as 0.0	3%	-3%	8%	5%	-4	9%	-11%

# (listing goes on)
SMILES,IL2 activator,PLK1 PBD inh,FUS suppressor,EPAC1 antag,Abeta rescue,PI5P4Ka inh,EPAC1 ag,WRN inhibitor
CCOCCCN(Cc1cc2cc(C)cc(C)c2[nH]c1=O)C(=O)N(CC)CC,2.9,-2%,16%,-4%,15%,0,0%,4%
COc1ccc(CN2CCCC(C(=O)c3ccc4c(c3)OCO4)C2)c(F)c1 (stereo not drawn),-2.1,-3%,6%,4%,11%,-1,2%,-3%[57.1 µM]
CCc1ccccc1NC(=O)CSc1ccsc1[N+](=O)[O-],-2.5,-28%,7%,-4%,13%,-57*,5%,?
CCCCCCOc1ccc(N2C(=O)CC(N3CCN(CCN=CC4=C(O)CC(C)(C)CC4=O)CC3)C2=O)cc1 (stereo not drawn),-0.3,-6%,30%,7%,-16%,-2,13%,-1%
O=C(Cc1cccs1)NNC(=S)NC(=O)c1ccc(F)c(F)c1,0.0,-17%,14%,0%,?,-16,-18%,-2%
CN(C)c1ccc(-c2ccnc3c2CC(C)(C(=O)Nc2cccc(N(C)C)c2)O3)cc1 (stereo not drawn),-0.5,-7%,27%,4%,7%,-5,-6%,-4%
COc1ccc(Cl)cc1NC(=O)CSc1nnc(Cc2cccn2C)n1-c1ccc(F)cc1,-3.9,2%,36%,-16%,5%,0,4%,-10%
Nc1ncnc(N)c1N=Nc1ccccc1,-3.4,-9%,19%,-16%,-18%,-14,-1%,6%
Nc1nc(Cl)nc2c1ncn2[C@H]1C[C@H](O)[C@@H](CO)O1,-0.7,-7%,-43%,-29%,-22%,-2,-6%,-7%
CCOC(=O)C1=C(C)Nc2sc(C(=O)c3ccc(OC)cc3)c(N)c2C1c1ccc(C(=O)OC)cc1 (stereo not drawn),0.7,5%,?,12%,5%,-5,5%,2%
O=c1nc(-c2ccccc2)n(-c2ccc(Cl)cc2)[nH]1,-1.2,-10%,0%,2%,4%,0,-3%,-2%
CN(C(=O)c1sc2nc(N3CCCC3)c3c(c2c1N)CC(C)(C)OC3)c1ccccc1,-0.8,?,?,-6%,-18%,-7,3%,-9%
N#CC1=C(N)Oc2c(ccc3cccnc23)C1c1ccccc1 (stereo not drawn),-3.4,-1%,-8%,-18%,-18%,-23,7%,-4%
Cc1ccccc1-c1cc(C(=O)NCc2cccs2)n(CC2CC(c3cccnc3)=NO2)n1 (stereo not drawn),-0.4,-15%,33%,-11%,8%,3,3%,0%
COc1cc(C2C(C(=O)OCCC#N)=C(C)NC3=C2S(=O)(=O)c2ccccc23)cc(OC)c1OC (stereo not drawn),-0.4,-3%,-7%,0%,2%,0,4%,7%
COc1ccc(/C(C)=N/NC(=O)CNC(=O)Cc2ccccc2)c(OC)c1,-0.3,-18%,-7%,-22%,-2%,3,0%,-1%
Cc1nc2oc3ccccc3c(=O)c2cc1C(=O)O,0.8,-1%,6%,-1%,-6%,-8,1%,-9%
CC(C)(O)C(=O)NN(C(=O)c1ccccc1)c1cccc(Br)c1,1.5,3%,-4%,-14%,15%,1,16%,0%
CCN1C(=O)/C(=C\c2ccc(-c3ccc([N+](=O)[O-])cc3OC)o2)SC1=Nc1cccc(C(=O)O)c1,1.4,21µM*,8%,4%,0%,-50*,10%,-12%[11.6 µM]

# Compounds were not picked by outcome; any-hit rate near 4.1%.
